# Screens: PubChem BioAssay, Sanford-Burnham Center for Chemical Genomics
# TAG inh = triacylglycerol accumulation inhibition | H9c2 cells, Nile Red lipid (TAG) fluorescence; cells loaded with 200 µM oleic acid | inhibition, % at 12.5 µM | 0.66% of 230,000 active | AID 651582;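 active = pattern-corrected inhibition of lipid staining of at least 50% with the nuclear-stain viability signal not falling by more than 50%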;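 also: 0% = DMSO wells and 100% = triacsin C control wells; some results filed as inactive read as strong as hits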
# TAG inh DAPI viability = also measured in TAG inh; calls as there; DAPI nuclei signal change (viability), lower = more cytotoxic, %;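 whole-well DAPI fluorescence read on a plate reader as a viability signal; minus 50 percent equals half of cells still viable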
# Starred values were filed as active, the others as inactive. The list is partial. The share of hits here may be higher or lower than overall.
# Preview, 2 compounds:
Structure,TAG inh,TAG inh DAPI viability
COc1ccc(NC(=O)CSc2ccc3nnc(-c4cccnc4)n3n2)c(OC)c1,-4,6
CCCS(=O)(=O)NC(=O)C1(C)CCN(C(=O)c2snnc2C)C1 (stereo not given),-2,-5

# The whole of this part, from the first entry:
Structure,TAG inh,TAG inh DAPI viability
COc1ccc(NC(=O)CSc2ccc3nnc(-c4cccnc4)n3n2)c(OC)c1,-4,6
CCCS(=O)(=O)NC(=O)C1(C)CCN(C(=O)c2snnc2C)C1 (stereo not given),-2,-5
C/C(=C\C(=O)c1ccccc1)NNc1nc2ccccc2s1,-14,8
C[C@H](CO)N1C[C@H](C)[C@@H](CN(C)S(=O)(=O)c2cccs2)Oc2ccc(NC(=O)CCC(F)(F)F)cc2C1=O,15,-4
CC(Oc1ccc(Cl)cc1C(N)=O)C(=O)N1CCc2ccccc21 (stereo not given),-10,-5
c1ccc2oc(-c3ccn[nH]3)cc2c1,-12,-1
CCOC(=O)CSc1nnc(CSc2nc3sc4c(c3c(=O)[nH]2)CCCC4)n1-c1ccccc1,3,11
Cc1noc(C)c1S(=O)(=O)N(C)C[C@H]1Oc2c(NC(=O)Nc3ccc(C(F)(F)F)cc3)cccc2C(=O)N([C@H](C)CO)C[C@@H]1C,28,-5
CSc1cccc(NC(=S)N2CCCN(Cc3cccc(Cl)c3)C2)c1,21,-8
Oc1ccc(C[C@H]2CNC(=S)N2CC2CCCN2C[C@H](Cc2ccc(O)cc2)N2C[C@H](Cc3ccc(O)cc3)N(CC3CCCCCC3)C2=S)cc1 (stereo not given in full),76*,8.5*
OC1CCN(CC(O)C(F)(F)F)CC1 (stereo not given),12,1
COc1ccc(CCNC(=O)C2CCN(Cc3nc(-c4cccc(Cl)c4)oc3C)CC2)cc1OC,15,10
COc1ccc(N2CC(C(=O)Nc3nnc(SCc4cccnc4)s3)CC2=O)cc1 (stereo not given),-3,-3
CCOc1ccc(C2CC(c3cccc(OC)c3)Nc3ncnn32)cc1 (stereo not given),7,-9
COc1cc(OC)c(OC)cc1/C=N/NC(=O)c1ccc2nc[nH]c2c1,-3,-7

# Retrieved one by one from above:
Structure,TAG inh,TAG inh DAPI viability
COc1ccc(CCNC(=O)C2CCN(Cc3nc(-c4cccc(Cl)c4)oc3C)CC2)cc1OC,15,10
CCOC(=O)CSc1nnc(CSc2nc3sc4c(c3c(=O)[nH]2)CCCC4)n1-c1ccccc1,3,11

# Continuation:
Structure,TAG inh,TAG inh DAPI viability
CC(=O)c1c(C)[nH]c(C(=O)OCC(=O)NNC(=O)c2ccc([N+](=O)[O-])cc2)c1C,3,5
CN1C(=O)C(CC(=O)Nc2ccc(Cl)cc2)N(Cc2ccco2)C1=S (stereo not given),5,3
CCOc1ccc(Cc2nc(N)nc(N)n2)cc1,-10,-4
COc1ccc(/C=C2\CCOC2=O)cc1,0,16
O=C(CCn1c(=O)oc2ccccc21)N1CCN(C(c2ccccc2)c2ccccc2)CC1,-2,4
COc1ccccc1NS(=O)(=O)c1cccc(C(=O)NNC(=O)C(NC(N)=O)C(C)C)c1 (stereo not given),3,-7
CCOC(=O)c1c(C)n(-c2ccc(C)cc2)c2c(CC(C)=O)c(Br)c(OC)c(O)c12,-9,-7
O=C1C2CCCCN2C(=O)N1CCN1CCN(c2cccc(Cl)c2)CC1 (stereo not given),-1,-4
Cc1ccc(-c2n[nH]c(=O)c3ccccc23)cc1S(=O)(=O)NC(C)(C)C,5,-10
CCCn1c(=NC(=O)CS(=O)(=O)c2ccccc2)sc2cc(S(C)(=O)=O)ccc21,8,-1
Cc1cc(C(=O)NCc2ccc3c(c2)OCO3)n(-c2ccccc2)n1,-8,-3
CC(C)C[C@@H](CNCC(=O)[C@H](C)NC(=O)c1[nH]cnc1C(=O)N[C@H](CN)CC(C)C)NC(=O)c1nc[nH]c1C(=O)N[C@@H](C)C(=O)O,8,-2
Cc1oc(-c2ccccc2F)nc1CS(=O)(=O)CC(=O)NCc1ccco1,2,-9
Cc1cc(OCC(=O)Nc2cccc(S(=O)(=O)N3CCCCC3)c2)ccc1Cl,-12,4
O=C(O)c1ccccc1C(=O)Nc1ccc(Oc2ccc3ccccc3c2)cc1,15,-10

# Later entries.
Structure,TAG inh,TAG inh DAPI viability
Cc1ccc(NC(=O)CSc2nnc(Cc3csc(C)n3)o2)cc1,-10,3
Cc1cc(C)cc(NC(=S)NCCN(C2CCCCC2)C2CCCC2)c1,-11,19
CSc1nc(-c2ccc(Cl)cc2)nc(N)c1C#N,2,1
C=CCOC(=O)C(C(=O)Cc1ccccc1)c1ccccc1 (stereo not given),-1,7
COc1cc(=O)oc(CCC(C)O)c1C (stereo not given),-15,-2
Cc1ccc(NC(=O)C2(C)CCN2C2Cc3ccccc3C2)cc1 (stereo not given),-24,3
CC(=O)Nc1ccc2c(c1)N(S(=O)(=O)c1cccs1)CCC2,13,0
O=C1CCCN1CCCNC(=S)Nc1ccc(F)cc1,3,5
CCc1sc(C(=O)Nc2ccc3c(c2)OCO3)cc1C,4,-7
COc1ccc(OC)c(NC(=O)CSc2nnc(-c3ccco3)o2)c1,8,-3
CCC(C)[C@H](N)c1cn([C@@H](Cc2ccc(O)cc2)C(=O)N2CCNCC2)nn1 (stereo not given in full),4,10
COc1cc(CC(=O)OCC(=O)c2c[nH]c3ccccc23)cc(OC)c1OC,1,-1
COc1cc(CN2CCCC(C(=O)c3ccc4c5c(cccc35)CC4)C2)cc(OC)c1O (stereo not given),1,72
CCN(CC)CCCC(C)n1c2nc(=O)[nH]c(=O)c-2nc2cc(Cl)ccc21 (stereo not given),-9,-1
COCC(=O)OCC(=O)Nc1cc([N+](=O)[O-])ccc1Cl,-7,12

# The results go on:
Structure,TAG inh,TAG inh DAPI viability
COc1ccc([C@H]2CC(=O)C=C(c3ccc(OC)c(OC)c3)C2)cc1,-9,-1
CN(C)S(=O)(=O)c1ccc(N2CCCC2)c(C(=O)N2CCN(S(=O)(=O)c3ccc(F)cc3)CC2)c1,0,-2
N/C(=N\OC(=O)CCCc1ccccc1)c1cccnc1,10,3
COc1ccc(C(=O)NNc2cc(C)nc(NNC(=O)c3ccc(OC)cc3)n2)cc1,-8,3
Cc1cc(NC(=O)CSCc2ccccc2C)no1,-6,4
Cc1cnc2c(N)cc(C)c(C)c2c1,7,4
O=C(Cn1c(CO)nc2ccccc21)NCCc1ccc(F)cc1,-3,1
Cc1noc(C)c1NC(=O)N(C)C[C@H]1Oc2c(NC(=O)Nc3ccccc3)cccc2C(=O)N([C@H](C)CO)C[C@@H]1C,15,-16
Cc1ccccc1-c1nc(CN2CCC(C(=O)NCCC3=CCCCC3)CC2)c(C)o1,6,18
CCC(=O)c1ccc(O)c(CC=C(C)C)c1,-1,-7
CC(=O)c1cc2c(cc1NC(=O)C1CCC1)OCO2,-6,8
O=C(c1ccc(C#CC2(O)CCCCC2)cc1)N1CCN(Cc2ccccc2)CC1,-11,-1
Cc1ccc(S(=O)(=O)N2C[C@H]3[C@H]4C(=O)N(c5ccccc5)C(=O)[C@H]4C[C@H](OC(=O)Nc4cccs4)[C@@]3(O)C2)cc1,2,-1
COc1cc(C(=O)NNC(=O)c2cc(=O)[nH]c3ccccc23)cc(OC)c1OC,3,8
Cc1cccc(Oc2cc(NC(=O)Cn3cnc([N+](=O)[O-])n3)cc([N+](=O)[O-])c2)c1,-3,12

# Next compounds.
SMILES | TAG inh | TAG inh DAPI viability
COc1ccc(CC(=O)N2CCN(c3cccc(C)c3C)CC2)cc1 | 7 | -8
Cc1ccc(C(=O)NC(=S)Nc2ccc(N3CCOCC3)cc2)c(C)c1 | 29 | -4
CC(Sc1nnc2ccccn12)C(=O)NCc1ccc2c(c1)OCO2 (stereo not given) | 3 | -8
O=C(NCc1cccc(Cl)c1)c1ccc(S(=O)(=O)N2CCCCC2)cc1 | -12 | -4
O=C(CCN1C(=O)c2ccncc2C1=O)NCc1ccc(Cl)cc1 | 3 | -3
O=C(NCCN1CCNC1=O)c1ccc2sc([C@@H]3O[C@H](CO)[C@H](O)[C@H](O)[C@H]3O)nc2c1 | 3 | 3
OCCC1CN(Cc2cccc(O)c2)CCN1CCc1ccccc1 (stereo not given) | 7 | -5
C/C=C/c1ccc(Oc2nnnn2-c2ccc(C(N)=O)cc2)c(OC)c1 | -29 | 0
O=S(=O)(Cc1ccccc1)NCC1CCCN(Cc2cccc3nonc23)C1 (stereo not given) | -2 | -2
CCn1cc(C(=O)Nc2cccc(NC(C)=O)c2)c2cc(OC)c(OC)cc2c1=O | 7 | -17
c1ccc(-c2nnn(C34CC5CC(CC(C5)C3)C4)n2)cc1 | 2 | -2
COC(=O)C1C(=O)C(C(=O)/C=C/c2ccccc2)C(=O)CC1(C)C (stereo not given) | 11 | 6
COc1cccc(CN(C)CC(=O)Nc2sc3c(c2C#N)CCC3)c1OC | -18 | 24
O=C(NCCCN1CCCC(O)C1)c1cc(COc2ccc(F)cc2F)on1 (stereo not given) | 4 | -2
CCn1cnc2cc(NC(=O)c3ccco3)ccc21 | 11 | 5
O=C(c1ccc(Cl)cc1)N1CCn2c1nc1ccccc12 | 19 | -17
CCN1C(=O)[C@H]2[C@@H](c3ccc(C)cc3)N[C@]3(CCCN(Cc4ccc(OC)cc4)C3=O)[C@H]2C1=O | -17 | -1
N#Cc1ccc(OCC(=O)N2CCN(c3ccc(C(F)(F)F)cn3)CC2)cc1 | 1 | -5
C1=C(c2ccccc2)Nc2nnnn2C1c1cccs1 (stereo not given) | 13 | -18
O=C(Nc1nnc(SCc2ccccc2F)s1)C1=COCCO1 | -6 | 6
CCN(CC)c1ccc(C=Nc2ccc(OC)c(S(=O)(=O)N3CCOCC3)c2)c(O)c1 | 17 | -3
O=C(CSc1ccccc1F)NCCCN1CCCC1=O | 2 | 0
CCc1noc(C)c1C(=O)Nc1nnc(CC(C)C)s1 | -14 | 3
COc1ccc(OC)c(-c2csc(CCn3nc(C)cc3C)n2)c1 | -2 | 11
O=C(Cn1ncc2c1-c1ccccc1OC2)Nc1nc2ccccc2s1 | 2 | -6
CC(C)(C)C(=O)CN1C(=O)C2(OCCO2)c2ccccc21 | 13 | 6
COc1ccccc1N1CCN(Cc2nc(-c3ccc(F)cc3)oc2C)CC1 | 5 | 0
CCOc1ccccc1NC(=O)N1CCCC1C(=O)Nc1ccc(NC(C)=O)cc1 (stereo not given) | 18 | 1
COc1ccc(-c2ccc(SCc3ccccn3)nn2)cc1OC | 5 | -6
Cc1ccc(-c2nc3ccc(Cl)cn3c2Cc2ccccc2)cc1 | -12 | 4

# Other records:
SMILES | TAG inh | TAG inh DAPI viability
COc1cccc(-c2cnc(C(O)c3c(C)cc(C)cc3C)[nH]2)c1 (stereo not given) | -9 | 3
C=CCSc1nc(O)c(C2OC(=O)c3c2ccc(OC)c3OC)c(=O)n1-c1ccccc1 (stereo not given) | 2 | 0
CC(C)(C)OC(=O)N1CCC(CNC(=O)c2ccc(F)cc2F)CC1 | -30 | 11
O=C(COC(=O)CCC(=O)c1ccc(F)cc1)NCc1ccco1 | 8 | -1
O=C(C1=C[C@@H](c2ccc(C(F)(F)F)cc2)C[C@@H](OCCCCO)O1)N1CCCCCCC1 | 17 | -8
CC1=C(C(=O)Nc2ccccc2)C2(CCCCC2)C(C#N)=C(S)N1 | -27 | 5
C=CCn1c(=S)[nH]c2scc(-c3cccs3)c2c1=O | 3 | -8
O=C(CCc1nc2ccccc2c(=O)[nH]1)NNC(=O)c1cccc(Cl)c1 | 1 | 1
O=C(NCCCn1ccnc1)c1cc2nc(-c3ccc(Br)cc3)cc(C(F)(F)F)n2n1 | -6 | 19
O=C(CN(c1ccc(F)cc1)S(=O)(=O)c1ccc2c(c1)OCCO2)Nc1ccc2c(c1)OCO2 | -3 | -16
O=C(Nc1ccc(-c2ccc3nncn3n2)cc1)C1CCCC1 | 1 | 2
O=c1cc(O)nc(SCc2ccc(Cl)cc2)[nH]1 | -9 | -15
Cn1c(=O)c2c(nc(NCCc3ccccc3)n2Cc2ccc(F)cc2)n(C)c1=O | 4 | -7
CC(NC(=O)Cn1c(=O)[nH]c2ccsc2c1=O)C12CC3CC(CC(C3)C1)C2 (stereo not given) | 11 | -6
CS(=O)(=O)N(CC(=O)NCc1ccncc1)Cc1ccc(Cl)cc1 | -10 | -7
CCCc1c(C)nc2scc(-c3ccc(Cl)cc3)n2c1=O | -6 | -8
COc1ccc(N(C(=O)c2cccnc2)S(=O)(=O)c2ccc3c4c(cccc24)C(=O)N3C)cc1 | 6 | 7
Cn1c(C(=O)NCCOc2ccccc2Cl)cc(=O)n(C)c1=O | 1 | -6
O=C(Nc1ccccc1C(=O)N1CCOCC1)c1ccco1 | -16 | -2
COc1ccc(S(=O)(=O)Nc2cc3c4c(c2)CC(=O)N4CCC3)cc1OC | 2 | -9
Cc1ccc2sc(=O)[nH]c2c1 | 3 | 0
CC(OC(=O)CSCC(=O)Nc1ccc(Cl)cc1)C(=O)N(C)Cc1ccccc1 (stereo not given) | 0 | 3
O=c1c2ccccc2[nH]c(=S)n1-c1cccc(S(=O)(=O)N2CCCC2)c1 | -2 | 3
CC(C)=C1SC(N2CCCCC2)=NC1=O | 2 | 2
C#CCOCCOCCOCCNc1nc(N2CCN(C(=O)[C@H](CCC(=O)O)n3cc([C@@H](N)CCCCN)nn3)CC2)nc(N2CCN(C(=O)[C@H](CCC(=O)O)n3cc([C@@H](N)CCCCN)nn3)CC2)n1 | -3 | -2
CCOc1ncccc1C(=O)Nc1ccc(S(=O)(=O)NC2=NCCCCC2)cc1 | -6 | 2
Cc1cc(C)nc(SCCS(=O)Cc2ccc(Cl)cc2)n1 (stereo not given) | 2 | -3
Cc1ccc(C(=O)Cn2cnc3ccccc3c2=O)cc1C | -8 | 2

# Taken from the results shown for reference:
SMILES | TAG inh | TAG inh DAPI viability
COc1ccc(NC(=O)CSc2ccc3nnc(-c4cccnc4)n3n2)c(OC)c1 | -4 | 6
CCCS(=O)(=O)NC(=O)C1(C)CCN(C(=O)c2snnc2C)C1 (stereo not given) | -2 | -5
C/C(=C\C(=O)c1ccccc1)NNc1nc2ccccc2s1 | -14 | 8
C[C@H](CO)N1C[C@H](C)[C@@H](CN(C)S(=O)(=O)c2cccs2)Oc2ccc(NC(=O)CCC(F)(F)F)cc2C1=O | 15 | -4
CC(Oc1ccc(Cl)cc1C(N)=O)C(=O)N1CCc2ccccc21 (stereo not given) | -10 | -5
